Bioassay records from PubChem BioAssay.
PP1 inh – PP1-alpha phosphatase inhibitors, primary screen, counter-screen for PP5 inhibitor project, biochemical, fluorescence, OMFP substrate, single point | purified PP1alpha | inhibition, % at 6.7 µM | 320,000 tested, 0.9% active | AID 2235, 2010;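 active = inhibition above the mean inhibition of all tested compounds plus 3 SD, computed separately for each screening campaign, cut at about 15% in these data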
PP5 primary – PP5 phosphatase inhibitors, primary screen, biochemical, fluorescence | Serine/threonine-protein phosphatase 5 (Homo sapiens), P53041 | inhibition, % at 6.7 µM | purified PP5c, OMFP substrate fluorescence | 320,000 tested, 0.18% active;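 active = inhibition above the campaign's mean inhibition across all tested compounds plus 3 SD, cut at about 9.5% in these data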;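 also: 0% = DMSO only and 100% = 100 µM cantharidin control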
proCasp3 act – activators of human procaspase-3 D3A mutant, primary screen, biochemical, absorbance, PC-3 D3A mutant, single concentration; Caspase-3 (Homo sapiens), P42574; recombinant procaspase-3 D3A, Ac-DEVD-pNA absorbance 405 nm; activation, % at 8.5 µM; 330,000 tested, 0.11% active;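 active = activation above the mean of all tested compounds plus 3 SD, cut at about 21% in these data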;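 also: 0% = DMSO alone and 100% = DMSO wells spiked with extra 5 µM PC-3 D3A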
Target sequence (P42574 whole entry D9A/D28A/D175A): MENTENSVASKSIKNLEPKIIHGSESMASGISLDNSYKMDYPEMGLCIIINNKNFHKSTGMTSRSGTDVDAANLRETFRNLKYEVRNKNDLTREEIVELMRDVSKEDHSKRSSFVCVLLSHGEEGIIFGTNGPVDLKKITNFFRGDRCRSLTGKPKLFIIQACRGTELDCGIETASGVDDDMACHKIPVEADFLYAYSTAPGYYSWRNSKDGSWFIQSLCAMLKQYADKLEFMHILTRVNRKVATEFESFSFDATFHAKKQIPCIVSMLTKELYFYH
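material = Procaspase-3 D3A mutant | probe or stimulus = Ac-DEVD-pNA | compound = single dose, 8.5 µM nominal compound, 0.8% DMSO | timing = 1 h preincubation, 2 h reaction | measured by = 405 nm absorbance of p-nitroaniline, reads at 0 and 120 min | benchmarks = DMSO-only low control, 5 µM PC-3 D3A high control | repeats = singlicate, each compound tested once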
core dimer inh – inhibitors of HCV core protein dimerization, primary screen, biochemical, TR-FRET, high-throughput; TR-FRET GST/Flag-core106 dimerization, 1536-well; AID 1899, 2009; inhibition, % at 5 µM; 300,000 tested, 0.33% active;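 active = inhibition above the mean of all tested compounds plus 3 SD, set per screening campaign, cut at about 45% in these data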
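Assay system: Tagged HCV core106 pair (GST and Flag) | Buffer or medium: KF-containing HEPES buffer, pH 7.45, DTT, CHAPS, BSA | Also added: Eu donor and XL665 acceptor anti-tag antibodies | Dosing: One concentration, 5 µM, in 0.5% DMSO | Timing: 4 h at 22.5 °C | Technique: TR-FRET 671 and 617 nm emission | Repeats: Singlicate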
CTSL1 counter – Fasciola hepatica cathepsin L1 inhibitors, primary screen, counter-screen for PFM18AAP inhibitor project, biochemical, QFRET, fluorogenic peptide substrate; recombinant F. hepatica cathepsin L1, Z-Leu-Arg-MCA fluorescence; inhibition, % at 5.96 µM; 300,000 tested, 0.49% active; AID 1906, 2009;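 active = inhibition above the mean of all tested compounds plus 3 SD, set per screening campaign, cut at about 17% in these data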;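 also: 0% = plate median of test compound wells and 100% = 1 µM Z-Phe-Ala-diazomethylketone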
GRK2 aptamer HTS – compounds blocking aptamer binding on GRK2 – biochemical, human GRK2, bead flow cytometry, HTS, primary screen; AID 488847, 2010; Beta-adrenergic receptor kinase 1 (Homo sapiens), P25098; 330,000 tested, 0.59% active; FAM-aptamer displacement from GRK2; inhibition of aptamer binding, % at 10 µM;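 active = inhibition of aptamer binding above 40%, roughly 3 SD of noise, on plates passing a quality check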;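 also: median bead fluorescence of bound FAM aptamer so fluorescent compounds give negative values; no value below 0 was filed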
procasp7 counter – procaspase-7 activators, primary screen, counter-screen for procaspase-3 activator project, biochemical, absorbance, HTS, human | Caspase-7 (Homo sapiens), P55210 | recombinant procaspase-7, Ac-DEVD-pNA absorbance 405 nm; D23A/D198A/D206A triple mutant, cannot self-cleave; scale: DMSO 0, 5 µM enzyme 100 | activation, % at 8.5 µM | 330,000 tested, 0.093% active | AID 463210, 2010;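 active = percent activation above the screen-wide mean plus 3 SD, cut at about 25% in these data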
Target sequence (P55210 whole entry D23A/D198A/D206A): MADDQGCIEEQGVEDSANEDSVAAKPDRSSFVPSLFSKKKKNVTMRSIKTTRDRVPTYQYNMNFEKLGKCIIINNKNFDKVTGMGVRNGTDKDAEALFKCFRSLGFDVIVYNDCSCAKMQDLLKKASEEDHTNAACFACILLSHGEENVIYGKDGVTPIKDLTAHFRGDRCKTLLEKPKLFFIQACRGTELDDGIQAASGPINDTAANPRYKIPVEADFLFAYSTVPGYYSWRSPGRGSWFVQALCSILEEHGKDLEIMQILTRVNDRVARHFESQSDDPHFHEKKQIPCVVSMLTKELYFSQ
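Assay system: Uncleavable procaspase-7 mutant enzyme / Input: 2 µM procaspase-7 mutant as dispensed / Dosing: single nominal 8.5 µM compound dose, 0.8% DMSO final / Timing: 1 h enzyme–compound preincubation and 2 h substrate reaction, both 25 °C / Detection: p-Nitroaniline absorbance at 405 nm, read at 0 and 120 min / Replication: singlicate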
VLA-4 inh – inhibition in human VLA-4 binding assay, primary screen, VLA-4 allosteric modulator project, MLPCN library, flow cytometry, VLA-4 expressing cells. AID 2557, 2010. 330,000 tested, 0.2% active. Integrin alpha-4 (Homo sapiens), P13612. inhibition, % (about 7 µM as worked out from the volumes in the protocol). ligand binding flow cytometry; in the data active = inhibition above about 50%
JMJD2C inh – inhibitors of GASC-1 histone demethylase, primary screen, biochemical, fluorescence, DELFIA europium | GST-JMJD2C(1-420) H3K9me3 demethylation | inhibition, % at 2.35 µM | 330,000 tested, 0.069% active | AID 2099, 2009;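 active = more than half of a compound's replicate wells show inhibition beyond 50%, single wells judged on their own value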;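 also: signal counts dimethyl H3K9 product captured on neutravidin plate; 0% = median of DMSO wells and 100% = 0.3 times that DMSO median; strong numbers were not always called active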
Target sequence (Q9H3R0 1-420 limits assumed): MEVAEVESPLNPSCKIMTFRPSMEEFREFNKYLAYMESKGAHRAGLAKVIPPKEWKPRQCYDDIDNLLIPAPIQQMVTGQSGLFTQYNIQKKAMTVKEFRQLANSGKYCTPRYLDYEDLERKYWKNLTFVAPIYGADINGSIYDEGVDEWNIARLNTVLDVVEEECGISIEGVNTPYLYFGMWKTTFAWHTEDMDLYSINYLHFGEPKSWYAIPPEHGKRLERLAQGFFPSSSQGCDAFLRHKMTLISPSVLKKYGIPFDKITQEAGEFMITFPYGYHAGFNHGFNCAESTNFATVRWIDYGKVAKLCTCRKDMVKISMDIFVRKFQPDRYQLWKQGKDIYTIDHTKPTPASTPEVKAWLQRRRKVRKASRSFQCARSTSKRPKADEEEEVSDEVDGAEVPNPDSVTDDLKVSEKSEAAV
An asterisk follows results filed as active; . = no result given.

SMILES	PP1 inh	PP5 primary	proCasp3 act	core dimer inh	CTSL1 counter	GRK2 aptamer HTS	procasp7 counter	VLA-4 inh	JMJD2C inh
CCOC(=O)CN1C(=O)N[C@@H](c2ccccc2)C(C(C)=O)=C1C	-1	5.8	5	-7	1	2	-5	15	3
CC(C)(C)[C@H]1C=C(C(N)=O)O[C@@H](OCCCCO)C1	-1	2.4	2	10	2	0	14	-1	-98
COc1ccc(Cl)cc1C(=O)OCC(=O)Nc1cccnc1Cl	4	3.0	4	.	.	5	-5	-13	.
Cc1ccc(S(=O)(=O)Nc2ncnc3sc(C)c(C)c23)cc1	0	-0.4	4	.	.	0	0	-1	2
CC(CCc1ccccc1)NC(=O)COC(=O)c1ccccc1O (stereo not drawn)	-6	-1.8	4	5	0	2	8	5	-4
COc1ccc(OCC(=O)NCCCCCCNC(=O)COc2ccc(OC)cc2)cc1	-2	3.4	-1	0	-5	0	-3	-19	1
Cc1ccc(S(=O)(=O)N2CCN(c3nc(C(C)C)c4c(c3C#N)CC(C)(C)OC4)CC2)cc1	-2	-2.1	4	6	1	0	3	-1	-5
N#CCc1nc(-c2cc3ccccc3oc2=O)cs1	2	-2.9	1	5	-3	4	-12	-2	-7
CCOc1ccc(NC(=O)CN(C)C(=O)c2cc(C)nc3ccccc23)cc1OCC	-4	2.1	9	.	.	3	0	0	0
COc1cc(-c2cc(=O)c3c(O)c(OC)c(OC)c(O)c3o2)ccc1O	-3	1.9	-2	-5	3	4	-14	-13	-5
CCOC(=O)c1cnc2c(ccc3ccccc32)c1N	-3	2.1	4	11	-3	0	0	15	3
O=C(Nc1ccccc1)Nc1nc2ccccc2s1	-3	-1.1	2	-6	-1	0	13	-8	2
C/C(=N\NC(=O)c1ccc(CN2CCOCC2)cc1)c1cccc([N+](=O)[O-])c1	2	1.4	11	1	0	0	-4	21	-2
Cc1c(C(=O)NCc2ccccn2)oc2ccc(S(=O)(=O)N3CCOCC3)cc12	-2	1.2	-6	-3	2	0	7	-13	-2
COc1ccc2oc(C(=O)OCC(=O)NCCN3C(=O)CSC3=O)c(C)c2c1	-3	1.8	-5	-1	2	1	3	16	-13
O=C(Nc1nccs1)c1cc(-c2ccccc2)nn1-c1ccccc1	0	1.2	1	-4	-3	0	5	-6	-3
CN(C(=O)COC(=O)c1cnc(Cl)c(Cl)c1)C1CCS(=O)(=O)C1 (stereo not drawn)	-5	-0.7	-6	-1	-3	0	7	7	-2
COCCN1CCN(C(=O)c2ccc3nc(Cc4ccc(OC)c(OC)c4)oc3c2)CC1	0	-0.8	10	4	0	0	1	9	8
COc1ccc(N2CCOCC2)c(NC(=O)c2cccs2)c1	0	3.1	-5	-4	-1	2	5	26	3
O=C(NCc1cccnc1)C1CC(=O)N(c2ccc(Cl)cc2)C1 (stereo not drawn)	2	1.4	0	2	4	2	8	-4	-1
Cc1cc(C)cc(NC(=O)CCN2CCCC2)c1	-1	2.9	7	2	3	0	4	19	25
COC(=O)Nc1ccc(S(=O)(=O)N2CCCC(C(=O)N3CC(C)OC(C)C3)C2)cc1 (stereo not drawn)	-4	0.2	3	-2	0	0	4	0	0
CC(NC(=O)CNC(=O)c1sc2ccccc2c1Cl)c1cccnc1 (stereo not drawn)	-3	1.2	1	1	1	0	-11	5	11
O=C1CC(N(CCc2ccccc2)C(=S)Nc2ccccc2)C(=O)N1c1ccccc1 (stereo not drawn)	5	3.8	-8	-2	6	0	-11	6	-2
COc1ccc(C(=O)Nc2ccc3c(c2)OCCO3)cc1	-2	2.7	0	0	-3	11	4	-1	9
CCOc1ccc(C(=O)NCC(C)C)cc1	1	0.7	11	-6	0	1	10	-2	22
Cn1c(SCC(=O)c2ccccc2F)nnc1C1CC1	-2	0.1	-11	0	-3	5	9	2	1
COc1ccc(C(=O)Nc2cccc(/C(C)=N/NC(=O)c3ccc([N+](=O)[O-])c(C)c3)c2)cc1OC	-2	1.8	8	9	0	0	1	-14	-23
CN(C)/C=C1\C(=O)N(c2ccc(Cl)c(Cl)c2)CS1(=O)=O	-2	1.7	7	-4	3	0	0	13	5
CC(=O)c1ccc(NC(=O)COC(=O)C2C3CC4OC(=O)C2C4C3)cc1 (stereo not drawn)	0	1.3	7	-12	6	1	-5	15	-192

Going on with the list.
SMILES	PP1 inh	PP5 primary	proCasp3 act	core dimer inh	CTSL1 counter	GRK2 aptamer HTS	procasp7 counter	VLA-4 inh	JMJD2C inh
CSc1nc2cc(C)nn2c(-c2ccc(C(C)(C)C)cc2)c1C#N	2	1.4	1	-1	4	9	-1	3	8
COc1ccc(C(=O)NCCn2ccc3ccccc32)c(OC)c1	-3	3.5	0	4	-2	0	-4	17	-9
O=C(O)CSc1cc(C(=O)c2cc(F)ccc2O)cn2c(=O)c3c(-c4ccccc4)csc3nc12	17*	4.5	-4	52*	0	6	-9	-6	-2
CCC(=O)Nc1ccc(C(=O)NNC(=O)Cc2ccccc2)cc1	2	1.2	-2	-15	4	3	6	5	-1
O=C(CNC(=O)c1ccc(F)cc1)N/N=C/c1cn[nH]c1-c1ccccc1	1	-1.6	6	1	0	0	8	4	-3
CCCN1CN=C(Nc2nc3ccccc3o2)NC1	0	5.0	4	2	2	0	3	8	3
O=C(Nc1ccccc1N1CCN(c2ccccc2)CC1)C1CCCCC1	-2	-0.4	3	-4	2	3	8	10	4
O=C(NCc1ccc(OC(F)(F)F)cc1)C12CN(Cc3ccccc3)CC1C(c1cccc([N+](=O)[O-])c1)=NO2 (stereo not drawn)	7	4.9	11	12	1	0	-11	15	-7
O=C(NC(=S)Nc1ccc(CN2CCOCC2)cc1)c1ccc([N+](=O)[O-])cc1	2	3.0	3	3	1	0	-1	-13	1
O=C(Nc1ccc(S(=O)(=O)N2CCCCC2)cc1)C1CC(=O)N(c2ccc(F)cc2)C1 (stereo not drawn)	1	2.7	9	15	-2	3	9	0	7
CCOc1ccc(NC(=O)CSc2nnc(Cc3ccccc3)c(=O)n2N)cc1	-7	1.7	5	-1	-2	1	1	3	-3
CSCCC(NC(=O)COc1ccccc1)C(=O)N1CCN(c2ccccc2F)CC1 (stereo not drawn)	-7	2.3	0	5	14	2	-7	2	2
COc1cc(C2NC(=S)NC(c3ccccc3)=C2C(C)=O)cc(Br)c1OCC(N)=O (stereo not drawn)	-4	-1.1	-10	3	2	3	-16	0	-7
CNc1c([N+](=O)[O-])cnn1-c1cccc(Cl)n1	3	0.9	-7	-4	3	0	10	2	-3
c1ccc(CCc2nn3c(Cn4nnc5ccccc54)nnc3s2)cc1	1	1.2	-7	16	-1	2	-2	24	-14
COc1cccc(CNC(=O)CCNS(=O)(=O)c2cccc3nsnc23)c1	-6	-1.0	0	-5	-2	4	0	3	-19
O=C(c1ccccc1)N1N=C(C(F)(F)F)CC1(O)c1ccccc1 (stereo not drawn)	-2	-0.3	2	-4	-4	1	2	-5	20
Cc1cccc(NC(=O)C2CC(=O)OC23CCCC3)c1 (stereo not drawn)	3	-0.2	-7	17	0	3	6	1	-17
O=C(COC(=O)C(Cc1ccccc1)NC(=O)c1ccco1)NC1CC1 (stereo not drawn)	-6	0.1	7	6	-4	8	0	13	5
Cc1nc2ccc(NC(=O)N3CCOCC3)cc2s1	-1	0.3	-2	8	4	0	-3	-4	-4
COC(=O)c1cc(NC(=O)COC(=O)C2CCC2)cc(C(=O)OC)c1	-6	0.7	10	-2	-12	0	6	-12	-8
O=C(Nc1nnc(SCc2c(Cl)cccc2Cl)s1)C1CCCO1 (stereo not drawn)	-1	-0.5	3	-6	5	0	-5	4	-1
CC(=O)N1N=C(c2ccc(NS(=O)(=O)c3ccccc3)cc2)CC1c1ccco1 (stereo not drawn)	0	1.7	0	.	.	1	1	-5	3
O=C(Nc1ccc(Cl)c(C(F)(F)F)c1)c1ccncc1	0	1.3	17	-5	3	2	3	-8	4
O=C(COC(=O)/C=C/c1cccc(F)c1)NNC(=O)c1ccccc1	0	-0.3	-3	3	-8	1	1	-6	15
O=C1CCC(=O)N1c1ccccc1OS(=O)(=O)c1ccccc1	1	-1.8	2	-11	0	0	-4	0	62
COc1ccc(-n2c(Cc3cccn3C)nnc2SCC(=O)NCc2ccc(F)cc2)cc1	-1	2.5	-6	0	2	1	-14	-31	-1
Cc1ccc(-c2cc(C(=O)Nc3ccc(S(=O)(=O)Nc4onc(C)c4C)cc3)c3ccccc3n2)cc1	13	2.3	1	21	1	0	6	33	-6
CCN1C(=O)[C@@H]2[C@@H](c3ccc(-c4ccc(F)cc4)cc3)N3CCCC[C@@]3(C(=O)OC)[C@@H]2C1=O	3	0.8	7	10	1	0	5	0	-1
Cc1ccccc1OCCC(=O)OCC(=O)N(C)c1c(N)n(Cc2ccccc2)c(=O)[nH]c1=O	-2	3.4	2	3	-12	0	-1	3	-13

New compounds follow:
SMILES	PP1 inh	PP5 primary	proCasp3 act	core dimer inh	CTSL1 counter	GRK2 aptamer HTS	procasp7 counter	VLA-4 inh	JMJD2C inh
COc1ccccc1N1CCN(C(c2ccc(C)cc2)c2nnnn2C(C)C)CC1 (stereo not drawn)	-4	3.8	-8	3	1	0	5	3	12
Cc1cccc(OCc2nnc(SCC(=O)O)n2-c2ccccc2)c1	1	2.8	9	-2	2	2	1	1	9
O=C(NCC1COc2ccccc2O1)c1cccc(S(=O)(=O)NCc2ccccc2)c1 (stereo not drawn)	-1	1.4	-3	3	1	0	-7	-1	-5
Cc1cccc(/C=C/C(=O)c2cc(Br)ccc(=O)c2O)c1	18*	0.6	-22	3	-2	7	-14	16	14
Nc1ccc(S(=O)(=O)N2CCCC2)cc1Cl	-1	-1.1	11	-2	2	0	11	24	0
O=C(CC(NS(=O)(=O)c1ccc(Cl)cc1)c1ccco1)NCc1cccnc1 (stereo not drawn)	3	-0.6	-13	-8	-4	2	-4	4	-2

An excerpt of these results, with values under each structure.
Each structure is followed by: PP1 inh	PP5 primary	proCasp3 act	core dimer inh	CTSL1 counter	GRK2 aptamer HTS	procasp7 counter	VLA-4 inh	JMJD2C inh
- Cc1cccc(OCc2nnc(SCC(=O)O)n2-c2ccccc2)c1
    1	2.8	9	-2	2	2	1	1	9
- O=C(NCC1COc2ccccc2O1)c1cccc(S(=O)(=O)NCc2ccccc2)c1 (stereo not drawn)
    -1	1.4	-3	3	1	0	-7	-1	-5
